STAT3 act = IL-6 driven STAT3 reporter potentiators, primary screen, U3A cells, luciferase, luminescence, MLSCN library | IL-6 STAT3-luciferase reporter; 100% = signal with IL-6 EC80 alone | activation (% of control), % at 5.6 µM | 0.91% of 190,000 active | AID 871, 2007;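 active = activation above the screen-wide mean of compound activation plus 3 SD, cut at about 130% in these data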;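 note: 0% = background luminescence of wells with medium and substrate only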
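system = STAT3-luciferase reporter U3A cells | reagent = IL-6 stimulus at 33 ng/mL final | timing = 1 h compound pre-exposure, 6 h IL-6 stimulation, 37 °C | measured by = luminescence | evaluation = % activation versus median of IL-6-stimulated wells | control set = IL-6-only wells as 100% reference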
TLR4 MyD88 comp = inhibitors of TLR4-MyD88 association in cells, primary screen, cell-based, HeLa CL3-4, BLA complementation, FRET ratio; Toll-like receptor 4 (Homo sapiens) + Myeloid differentiation primary response protein …; HeLa CL3-4 TLR4/MyD88 BLA complementation; inhibition, % at 8.4 µM; 0.18% of 200,000 active; AID 861, 2007; in the data active = inhibition above about 25%;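 note: 0% = vehicle and 100% = reference inhibitor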
ROMK primary = ROMK potassium channel modulators, primary screen, cell-based, thallium flux, MLSMR library; AID 1918, 2009; ATP-sensitive inward rectifier potassium channel 1 (Homo sapiens), P48048; 2% of 130,000 active; B-score at 10 µM; Tet-inducible ROMK, thallium flux fluorescence; actives lie on both sides;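 active = signal ratio slope over the read window, or its plate-corrected B-score, at least 3 SD from the plate mean, either direction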;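 note: B-score of the F/F0 ratio slope over 7 to 12 s after thallium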
Target sequence (P48048 whole entry, looked up): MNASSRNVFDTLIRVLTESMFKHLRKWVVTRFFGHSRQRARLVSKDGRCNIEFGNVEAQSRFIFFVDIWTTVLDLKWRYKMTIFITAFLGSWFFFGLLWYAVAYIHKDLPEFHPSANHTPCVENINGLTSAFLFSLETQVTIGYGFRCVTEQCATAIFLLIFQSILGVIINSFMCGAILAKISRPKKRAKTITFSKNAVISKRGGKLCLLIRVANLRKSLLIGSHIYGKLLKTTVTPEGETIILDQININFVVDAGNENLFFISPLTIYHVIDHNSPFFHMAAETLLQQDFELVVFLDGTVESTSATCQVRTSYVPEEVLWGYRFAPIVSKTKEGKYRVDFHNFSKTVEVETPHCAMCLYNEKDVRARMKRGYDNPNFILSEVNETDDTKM
RAM network inh = inhibitors of the yeast RAM network, primary screen, dse1pr::URA3 reporter, 5-FOA selection; inhibition, % at 50 µM; S. cerevisiae dse1pr::URA3 reporter, 5-FOA growth OD615, 2 d; analog-sensitive cbk1-as2 kinase mutant strain; 1.8% of 190,000 active;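 active = inhibition above a set limit, 3 SD over mean compound inhibition, cut at about 8.4% in these data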;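 note: 0% = DMSO-only wells with no growth and 100% = 10 µM 1-NA-PP1 full growth; inhibition rescues growth on 5-FOA so higher OD means more RAM inhibition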
PPARg SRC-1 ag = PPARgamma agonists recruiting SRC-1 coactivator, primary screen, biochemical; Peroxisome proliferator-activated receptor gamma (Homo sapiens), P37231; PPARgamma-SRC-1 coactivator recruitment biochemical assay; activation, % at 8 µM; AID 631, 2007; 0.41% of 200,000 active; in the data active = activation above about 19%;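 note: 0% = DMSO and 100% = reference agonist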
PPARg SRC-3 ag = PPARgamma agonists recruiting SRC-3 coactivator, primary screen, biochemical; 0.26% of 200,000 active; activation, % at 8 µM; biochemical PPARgamma/SRC-3 coactivator recruitment assay; in the data active = activation above about 23%;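 note: 0% = DMSO and 100% = reference agonist; some compounds past the cut are filed as inactive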
PPARg SRC-2 ag = agonists of PPARg-SRC-2 recruitment, primary screen, biochemical, HTS; activation, % at 8 µM; 0.34% of 200,000 active; PPARgamma LBD-SRC-2 recruitment; in the data active = activation above about 22%;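 note: 0% = vehicle and 100% = reference agonist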
S1P3 antag = S1P3 receptor antagonists, primary screen, cell-based; CHO S1P3 NFAT-BLA reporter, FRET fluorescence, antagonist mode; 0.27% of 170,000 active; Sphingosine 1-phosphate receptor 3 (Homo sapiens), Q99500; inhibition, % at 4.98 µM; AID 485, 2006;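 active = inhibition above the plate cutoff, the mean inhibition of test wells on that plate plus 3 SD, cut at about 28% in these data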;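 note: cells challenged with S1P at its EC80 of 0.8 µM; blue over green emission ratio from cleaved BLA substrate after 4 h stimulation; 0% = S1P-stimulated wells and 100% = unstimulated DMSO-only wells; some compounds past the cut are filed as inactive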
Target sequence (Q99500 whole entry, looked up): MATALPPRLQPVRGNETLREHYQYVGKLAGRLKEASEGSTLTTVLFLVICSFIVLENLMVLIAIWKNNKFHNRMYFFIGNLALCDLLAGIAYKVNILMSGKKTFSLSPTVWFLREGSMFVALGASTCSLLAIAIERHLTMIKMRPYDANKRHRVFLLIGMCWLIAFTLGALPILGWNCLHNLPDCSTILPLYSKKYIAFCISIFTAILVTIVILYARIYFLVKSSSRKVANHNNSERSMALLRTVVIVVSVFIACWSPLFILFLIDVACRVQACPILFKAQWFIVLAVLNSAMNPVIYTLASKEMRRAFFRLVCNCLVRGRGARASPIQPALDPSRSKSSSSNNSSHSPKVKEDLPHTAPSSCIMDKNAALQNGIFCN
STAT1 inh = STAT1 signaling inhibitors, primary screen, cell-based, HTS, luciferase reporter; inhibition, % at 5.5 µM; 0.35% of 200,000 active; NIH 3T3 STAT1-luciferase reporter, IFN-gamma, luminescence;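 active = inhibition above a set limit, the mean inhibition across all tested compounds plus 3 SD, cut at about 34% in these data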;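 note: 0% = IFN-gamma with DMSO and 100% = IFN-gamma with 300 µM nifuroxazide; values of inactives mirror those of a sister screen read the other way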
STAT3 blocker = IL-6 driven STAT3 reporter inhibitors, primary screen, U3A cells, luciferase, luminescence, MLSCN library. IL-6 STAT3-luciferase reporter; host cell line lacks STAT1. inhibition, % at 5.5 µM. 0.89% of 190,000 active;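 active = inhibition above the mean inhibition across all screened compounds plus 3 SD, cut at about 44% in these data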;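 note: 0% = DMSO only wells and 100% = 100 µM nifuroxazide control wells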
TR-FRET SRC-2 ct = TR-FRET signal artefacts, primary screen, artefact control for PPARgamma SRC-2 agonist project, biochemical; TR-FRET artefact counter-screen; active compounds read high; TR-FRET ratio at 8 µM; 0.4% of 200,000 active; AID 1049, 2008; in the data active = TR-FRET ratio above about 2000; note: inactives centre near 1500
The depositor's hits bear a star; · = not tested or not shown.

The opening 4 compounds, ahead of the listing:
| cpd | mol | TLR4 MyD88 comp | RAM network inh | PPARg SRC-2 ag | STAT3 blocker | S1P3 antag | TR-FRET SRC-2 ct |
| --- | --- | --- | --- | --- | --- | --- | --- |
| 1 | O=C(Cc1n[nH]c(=O)[nH]c1=O)N/N=C/c1ccccc1O | -14.2 | 0.5 | -0.2 | 10.2 | · | 1634 |
| 2 | O=C(O/N=C/c1ccc2c(c1)OCO2)c1ccccc1Cl | -7.7 | -0.2 | 7.4 | 3.9 | · | 1445 |
| 3 | Nc1nc(-c2ccccc2)cc(C(F)(F)F)n1 | -3.6 | -0.3 | -3.4 | -11.1 | 20.1 | 1575 |
| 4 | COC(=O)[C@@H](NC(=O)O[C@@H]1C(=O)c2ccc(OC)cc2O[C@H]1c1cccc(C(F)(F)F)c1)C(C)C | -12.8 | 4.6 | 5.1 | -5.6 | -4.0 | 1500 |

| cpd | STAT1 inh | STAT3 act | PPARg SRC-3 ag | PPARg SRC-1 ag | ROMK primary |
| --- | --- | --- | --- | --- | --- |
| 1 | 1.7 | 94.9 | 18.8 | 6.7 | · |
| 2 | -3.6 | 98.1 | 9.6 | -2.2 | · |
| 3 | -2.1 | 112.1 | 5.5 | 11.5 | -0.621 |
| 4 | 10.0 | 102.2 | 1.9 | 10.0 | -0.608 |

Results, from the start:
| cpd | mol | TLR4 MyD88 comp | RAM network inh | PPARg SRC-2 ag | STAT3 blocker | S1P3 antag | TR-FRET SRC-2 ct |
| --- | --- | --- | --- | --- | --- | --- | --- |
| 1 | O=C(Cc1n[nH]c(=O)[nH]c1=O)N/N=C/c1ccccc1O | -14.2 | 0.5 | -0.2 | 10.2 | · | 1634 |
| 2 | O=C(O/N=C/c1ccc2c(c1)OCO2)c1ccccc1Cl | -7.7 | -0.2 | 7.4 | 3.9 | · | 1445 |
| 3 | Nc1nc(-c2ccccc2)cc(C(F)(F)F)n1 | -3.6 | -0.3 | -3.4 | -11.1 | 20.1 | 1575 |
| 4 | COC(=O)[C@@H](NC(=O)O[C@@H]1C(=O)c2ccc(OC)cc2O[C@H]1c1cccc(C(F)(F)F)c1)C(C)C | -12.8 | 4.6 | 5.1 | -5.6 | -4.0 | 1500 |
| 5 | COc1cc2c(cc1OC)N1C(=O)CC(OCC(=O)O)C3C4CC5(CCN5C(=O)C4=O)C2C31 (configuration not stated) | 4.6 | 0.9 | 0.0 | 5.0 | -16.7 | 1558 |
| 6 | COc1ccc(C2C3=C(CCCC3=O)Nc3c(-c4ccccc4)c(C)nn32)cc1 (configuration not stated) | -8.5 | 3.0 | 1.9 | 4.0 | · | 1597 |
| 7 | CCOCCCNC(=S)NCCNc1nc2ccc(C)cc2cc1C#N | -6.0 | 3.6 | 5.3 | -2.4 | -3.5 | 1662 |
| 8 | CCOC(=O)c1ccc(NC(=O)CSc2nnc(COc3ccccc3)n2C)cc1 | -2.9 | 2.9 | 9.5 | 1.0 | 10.6 | 1577 |
| 9 | CCOC(=O)CSc1nc2cc3c(cc2cc1C#N)OCO3 | 3.6 | 1.5 | -3.6 | -11.5 | 8.0 | 1655 |
| 10 | Clc1ccccc1OCCn1cnc2ccccc21 | 18.6 | 1.5 | -0.2 | 18.4 | -17.9 | 1533 |

| cpd | STAT1 inh | STAT3 act | PPARg SRC-3 ag | PPARg SRC-1 ag | ROMK primary |
| --- | --- | --- | --- | --- | --- |
| 1 | 1.7 | 94.9 | 18.8 | 6.7 | · |
| 2 | -3.6 | 98.1 | 9.6 | -2.2 | · |
| 3 | -2.1 | 112.1 | 5.5 | 11.5 | -0.621 |
| 4 | 10.0 | 102.2 | 1.9 | 10.0 | -0.608 |
| 5 | 0.6 | 100.5 | -2.0 | -5.0 | 0.545 |
| 6 | 2.2 | 98.0 | -3.1 | 9.1 | · |
| 7 | -0.7 | 101.5 | 4.4 | 1.4 | · |
| 8 | 2.6 | 101.9 | 12.2 | -3.8 | 0.356 |
| 9 | -60.9 | 113.9 | -3.5 | 6.9 | 0.547 |
| 10 | -9.4 | 89.6 | -5.3 | -0.1 | · |

3 compounds from above, reduced to PPARg SRC-2 ag, PPARg SRC-1 ag and STAT3 act.
no. | mol | PPARg SRC-2 ag | PPARg SRC-1 ag | STAT3 act
5 | COc1cc2c(cc1OC)N1C(=O)CC(OCC(=O)O)C3C4CC5(CCN5C(=O)C4=O)C2C31 (configuration not stated) | 0.0 | -5.0 | 100.5
6 | COc1ccc(C2C3=C(CCCC3=O)Nc3c(-c4ccccc4)c(C)nn32)cc1 (configuration not stated) | 1.9 | 9.1 | 98.0
7 | CCOCCCNC(=S)NCCNc1nc2ccc(C)cc2cc1C#N | 5.3 | 1.4 | 101.5

Next structures:
| cpd | mol | TLR4 MyD88 comp | RAM network inh | PPARg SRC-2 ag | STAT3 blocker | S1P3 antag | TR-FRET SRC-2 ct |
| --- | --- | --- | --- | --- | --- | --- | --- |
| 11 | Cc1nnc2n(Cc3ccccc3)c(=O)c3c4c(sc3n12)COC(C)(C)C4 | 10.4 | -0.6 | -7.6 | 9.6 | -5.7 | 1391 |
| 12 | O=C(CSc1nnc2scc(-c3ccccc3)n12)Nc1ccc2c(c1)OCCO2 | 2.4 | 1.8 | 12.7 | 6.2 | -4.5 | 1421 |
| 13 | COc1cccc(CN2C(=O)c3cccc(N)c3C2=O)c1 | 23.0 | -0.5 | 8.6 | 12.3 | 14.1 | 1594 |
| 14 | CCCCC(=O)Nc1ccc(Br)cn1 | -4.9 | -0.3 | 7.3 | 7.8 | · | 1608 |
| 15 | Cc1ccc2[nH]c(=O)c(CN(CCCN(C)C)C(=O)Nc3ccc(Cl)cc3)cc2c1 | 11.1 | 1.4 | 13.7 | -7.8 | · | 1597 |
| 16 | O=C(/C=C/c1ccc2ccccc2n1)N1CCN(c2ccccc2)CC1 | -15.2 | 0.5 | -6.6 | 1.6 | 2.1 | 1307 |
| 17 | CC(C)(C)c1ccc(-c2cnco2)cc1 | 6.6 | 0.6 | 3.7 | 7.5 | -2.5 | 1627 |
| 18 | CCOC(=O)C1C(=O)Nc2nc3ccccc3n2C1C(C)C (configuration not stated) | 6.2 | 2.6 | 6.1 | 2.0 | -26.4 | 1355 |
| 19 | CC(=O)OC(C(=O)NC1CCCCC1)c1ccccc1F (configuration not stated) | 2.8 | 2.2 | 3.7 | 6.8 | -13.9 | 1578 |
| 20 | CCOC(=O)c1cnn(-c2ccccc2)c1-n1cccc1C(=O)C(=O)N(CC)CC | -9.6 | -0.5 | -11.2 | 12.6 | -11.6 | 1462 |
| 21 | O=C1CN(C(=O)c2cc3ccccc3oc2=O)C(c2ccc(F)cc2)c2cc(Br)ccc2N1 (configuration not stated) | -4.3 | 5.1 | -5.3 | -7.4 | 1.7 | 1546 |

| cpd | STAT1 inh | STAT3 act | PPARg SRC-3 ag | PPARg SRC-1 ag | ROMK primary |
| --- | --- | --- | --- | --- | --- |
| 11 | -6.4 | 98.0 | 6.0 | -3.8 | · |
| 12 | 6.0 | 96.5 | 6.0 | 3.2 | · |
| 13 | 8.0 | 92.6 | -2.2 | 1.5 | -2.13* |
| 14 | -14.5 | 99.1 | -4.8 | 0.7 | -0.306 |
| 15 | 0.2 | 110.6 | 8.6 | -1.5 | -1.58 |
| 16 | 7.6 | 105.6 | 1.3 | 5.5 | -0.269 |
| 17 | 14.0 | 103.8 | 3.2 | 9.8 | 0.32 |
| 18 | 0.2 | 102.0 | -0.2 | -2.1 | -0.157 |
| 19 | -2.1 | 97.0 | 3.0 | -4.1 | · |
| 20 | -2.6 | 97.8 | 5.2 | -2.0 | 0.301 |
| 21 | 0.3 | 106.3 | -1.1 | 2.6 | 0.0231 |
